High-throughput results from PubChem BioAssay.
NCI-60 one-dose screen, 48 h, at 10 µM unless noted. Numbers give growth in % (100 = growth as untreated, 0 = no growth, -100 = all killed).
MALME-3M: MALME-3M melanoma; 78,000 compounds, 5.8% hits; AID 1794766
UACC-62: UACC-62 melanoma | 81,000 compounds, 5.4% hits | AID 1794756
MDA-MB-435: MDA-MB-435 melanoma. 82,000 compounds, 7.8% hits. AID 1794794
M14: M14 melanoma. AID 1794745. 80,000 compounds, 6.2% hits
SK-MEL-5: SK-MEL-5 melanoma | AID 1794755 | 80,000 compounds, 6.4% hits
SK-MEL-28: SK-MEL-28 melanoma; 81,000 compounds, 4.1% hits; AID 1794761
SK-MEL-2: SK-MEL-2 melanoma | 77,000 compounds, 4.7% hits | AID 1794763
UACC-257: UACC-257 melanoma; AID 1794764; 78,000 compounds, 4.4% hits
* = called active by the depositor; x = no result given; & = joins results of further samples. How the source made its calls: active means growth percent below 10; inactive means the rest. Compounds as they come. Share with any hit: about 11%.

SMILES | MALME-3M | UACC-62 | MDA-MB-435 | M14 | SK-MEL-5 | SK-MEL-28 | SK-MEL-2 | UACC-257
COc1cc(/C=C2\CN(S(=O)(=O)c3ccccc3)C/C(=C\c3cc(CN4CCCC4)c(O)c(OC)c3)C2=O)cc(CN2CCCC2)c1O | -52* | -60* | -37* | -19* | 21 | 11 | -0.7* | 40
Cc1ccc(Nc2nnc(-c3ccc(O)cc3)o2)cc1 | 106 | 106 | 96 | 92 | 103 | 110 | x | 108
COc1nccc2c(Nc3ccccc3)nc(N)nc12 | 111 | 101 | 110 | 103 | 103 | 108 | 100 | 109
COc1ccc(C=Nc2c(C(=O)Nc3cccc(Cl)c3C)sc3nc(C)c(C(=O)/C=C/c4ccc(OC)cc4)cc23)cc1 | 44 | 7.4* | -66* | -3.2* | 3.5* | 38 | 42 | 56
COc1cc(C(=O)[C@H]2COC(=O)C[C@@H]2c2ccc(OC(C)=O)c(OC)c2)ccc1OC(C)=O | 108 | 95 | 88 | 98 | 98 | 100 | 87 | 87
Oc1ccccc1C=Nc1ccc(N2CCN(C(c3ccccc3)c3ccccc3)CC2)cc1 | 100 | 99 | 101 | 100 | 100 | 104 | 95 | 96
CCOC(=O)/C(C#N)=C\c1ccc(N(CC)CC)cc1 | 104 | 78 | 87 | 90 | 97 | 99 | 94 | 92
C[C@]12CCCC[C@@H]1CC[C@@H]1[C@@H]2CC[C@@]2(C)[C@H]1CC[C@H]2[N+](=O)[O-] | 113 | 99 | 106 | 117 | 105 | 114 | 106 | 109
Oc1ccc(/C=N/c2n[nH]c(Nc3ccccc3)n2)cc1 | 97 | 99 | 107 | 101 | 104 | 110 | 110 | 107
O=C1NC(=O)C2(CC(C(=O)N(CCO)CCO)Oc3ccc(F)cc32)N1 (centres undefined) | 99 | 94 | 99 | 104 | 96 | 99 | 108 | 110
COc1cc(CNC(=O)/C=C/c2ccc3c(c2)OCO3)ccc1OCc1cn(-c2ccc(Cl)cc2)nn1 | 84 | 69 | 98 | 92 | 67 | 103 | 110 | 84
COc1cccc(Oc2nc(Nc3ccc(N4CCOCC4)cc3)ncc2NC(=O)Nc2c(Cl)cccc2Cl)c1 | 60 | 68 | 79 | 65 | 74 | 87 | 79 | 54
Cc1nc2nc(N)[nH]c(=O)c2[nH]1 | 107 | 108 | 96 | 98 | 96 | 79 | x | 111
C(=C\c1nccc2c1[nH]c1ccccc12)/c1ccccc1 | 29 | 39 | -39* | 20 | 2.6* | 50 | 37 | 37
O=C(Nc1ccc2c(c1)[nH]c(=O)c1ccccc12)C(F)(F)F | 126 | 104 | 90 | 113 | 89 | 97 | 117 | 104
O=Cc1c(Cl)c(Cl)c(C=O)c(Cl)c1Cl | x | 102 | 96 | 99 | 100 | 99 | 87 | 106
COc1cc(/C=C/C(=O)c2ccc(NC(=O)CN3CCN(c4cc5c(cc4F)c(=O)c(C(=O)O)cn5C4CC4)CC3)cc2)cc(OC)c1OC | 31 | -23* | -1.5* | -14* | -43* | 34 | 30 | 31
OCC1OC(n2cnc3c(Cl)ncnc32)C(O)C1O (centres undefined) | 98 | 80 | 85 | 84 | 91 | 106 | 121 | x
COc1cc(C(=O)C(=O)c2ccc(O)c(OC)c2)ccc1O | 110 | 92 | 102 | 100 | 104 | 110 | 121 | 107
CCOC(=O)C1=C(C)NC(=O)NC1c1ccc(OCC(=O)N/N=C(/C)c2ccccc2)cc1 (centres undefined) | 100 | 96 | 104 | 94 | 101 | 102 | 102 | 83
CC1S/C(=N/NC(=O)Cc2csc3nc(-c4ccc(Br)cc4)cn23)N(C2CCCCC2)C1=O (centres undefined) | 79 | 108 | 87 | 97 | 96 | 86 | 106 | x
Cc1nc2ccccc2n1-c1ncnc2c1CC(C)c1ccccc1N2C (centres undefined) | 105 | 71 | 8.9* | 71 | 91 | 92 | 78 | 91
OC(C[n+]1ccc2ccccc2c1)c1ccccc1 (centres undefined) | 91 | 99 | 115 | 92 | 96 | 110 | 86 | 95
CC(Oc1ccc(NC(=O)c2cccs2)cc1)C(=O)c1ccc(Cl)cc1 (centres undefined) | 81 | 68 | x | 81 | 33 | 99 | 100 | 69
COC(=O)CN | 96 | 105 | 106 | 114 | 103 | 106 | 122 | 101

Three compounds drawn at random from those above:
SMILES | MALME-3M | UACC-62 | MDA-MB-435 | M14 | SK-MEL-5 | SK-MEL-28 | SK-MEL-2 | UACC-257
CCOC(=O)C1=C(C)NC(=O)NC1c1ccc(OCC(=O)N/N=C(/C)c2ccccc2)cc1 (centres undefined) | 100 | 96 | 104 | 94 | 101 | 102 | 102 | 83
OCC1OC(n2cnc3c(Cl)ncnc32)C(O)C1O (centres undefined) | 98 | 80 | 85 | 84 | 91 | 106 | 121 | x
O=Cc1c(Cl)c(Cl)c(C=O)c(Cl)c1Cl | x | 102 | 96 | 99 | 100 | 99 | 87 | 106

Further structures.
SMILES | MALME-3M | UACC-62 | MDA-MB-435 | M14 | SK-MEL-5 | SK-MEL-28 | SK-MEL-2 | UACC-257
CN1C(=O)/C(=C/c2nc(-c3ccccc3)n3ccccc23)c2ccccc21 | 99 | 68 | 92 | 78 | 80 | 108 | 86 | 119
COc1cc2c3c(n(CCCN4CCCC4)c(=O)c2cc1OC)-c1cc2c(cc1C3=O)OCO2 | -76* | 74 | -13* | -86* | 87 | -74* | x | x
N#Cc1nc(-c2ccccc2)oc1N1CCC(c2nc3ccccc3s2)CC1 | 99 | 100 | 101 | 99 | 105 | 110 | 100 | 105
CCN1CCN(C(=O)[C@]23CC[C@@H](C)[C@H](C)[C@@H]2C2=CC[C@@H]4[C@@]5(C)C/C(=C/c6ccncc6)C(=O)C(C)(C)[C@@H]5CC[C@@]4(C)[C@]2(C)CC3)CC1 | -9.7* | 43 | -51* | 25 | -12* | -46* | 34 | 26
O=C(COc1cccc(/C=C2\COc3ccc(Cl)cc3C2=O)c1)c1ccc(Cl)cc1 | 78 | 81 | 91 | 82 | 94 | 119 | 54 | 104
COc1ccc(Nc2n[nH]c(N)c2C(=O)Nc2ccccc2)c(OC)c1 | 109 | 89 | 106 | 96 | 96 | 103 | 100 | 96
N#Cc1ccccc1/C=N/NC1=NCCN1S(=O)(=O)c1ccc(Br)cc1 | 93 | 79 | 102 | 102 | 99 | x | 100 | 87
CCCCCCCCC(C)NCCO (centres undefined) | 135 | 108 | 105 | 104 | 103 | 112 | 108 | 118
CCOC(=O)C1=C(N)N(c2ccc(Cl)cc2)C2=C(C(=O)CC(C)(C)C2)C1c1ccccc1Cl (centres undefined) | 71 | 55 | 71 | 73 | 34 | 95 | 76 | 50
COc1ccc(/C=C(\C#N)c2ccc(OC)cc2)cc1 | x | 55 | 2.3* | 62 | 32 | 81 | 54 | 84
C=CCn1c(O)c(N=NC(=O)Cc2c[nH]c3ccccc23)c2ccccc21 | 103 | 90 | 99 | 109 | x | 114 | 99 | 107
N#Cc1cccc(-c2nc(N3CCOCC3)c3c4c(sc3n2)CCCC4)c1 | 97 | 79 | 91 | 98 | 92 | 105 | 84 | 94
CN(Cc1ccccc1)c1nc(Cl)c(C2CC(c3ccc(Cl)cc3)=NN2c2ccccc2)s1 (centres undefined) | 109 | 95 | 104 | 97 | 104 | 108 | 97 | 88
CCCN(CCSSCCNc1nc(N(C)O)nc(N(C)O)n1)c1nc(N(C)O)nc(N(C)O)n1 | 62 | 81 | 95 | 84 | 81 | 67 | 70 | -2.3*
CC(=O)CC(=O)Nc1nccs1 | 122 | 109 | 106 | 110 | 108 | 110 | 93 | 110
CC1CC(OC(=O)c2ccccc2O)CC(C)(C)C1 (centres undefined) | 117&110 | 101 | 105&105 | 112&104 | 110 | 105&112 | 106&109 | 94&101
Nc1ccccc1C(=O)N[C@H]1CC(=O)c2ccccc2NC1=O | 108 | 98 | 101 | 105 | 101 | 104 | 105 | 101
CCCCn1c(C)nc2cc(Nc3nc(N4CCN(C)CC4)nc4nc[nH]c34)ccc21 | 104 | 101 | 110 | 109 | 98 | 114 | x | 104
COc1nc(=O)n(C2CCCO2)cc1C (centres undefined) | 149 | 90 | 107 | 104 | 109 | 105 | 110 | 108
CC(=O)C(=O)c1ccc([N+](=O)[O-])cc1 | 109 | 99 | 111 | 111 | 103 | 113 | 96 | 98
C[Si](C)(Oc1ccc(Cl)cc1)Oc1ccc(Cl)cc1 | 98 | 93 | 98 | 98 | 100 | x | x | 74
O=C(Oc1ccc2ccccc2c1)c1ccc([N+](=O)[O-])cc1 | 87 | 91 | 107 | 111 | 106 | 128 | 119 | 111
Cc1cc(O)c(Br)cc1C | 108 | 99 | 104 | 104 | 96 | 101 | 130 | 104
N#CCn1c(C(F)(F)F)nc2nc(Cl)c(Cl)nc21 | 105 | 106 | 100 | 112 | 106 | 105 | x | x
COc1cc2c3c(c(=O)oc2cc1OS(=O)(=O)c1ccc(C(F)(F)F)cc1)CCCCCC3 | 93 | 81 | 97 | 94 | 82 | 94 | 92 | 86

Complete entries from above.
Listed for COc1ccc(/C=C(\C#N)c2ccc(OC)cc2)cc1 : MALME-3M = x; UACC-62 = 55; MDA-MB-435 = 2.3*; M14 = 62; SK-MEL-5 = 32; SK-MEL-28 = 81; SK-MEL-2 = 54; UACC-257 = 84
Listed for N#CCn1c(C(F)(F)F)nc2nc(Cl)c(Cl)nc21 : MALME-3M = 105; UACC-62 = 106; MDA-MB-435 = 100; M14 = 112; SK-MEL-5 = 106; SK-MEL-28 = 105; SK-MEL-2 = x; UACC-257 = x
Listed for O=Cc1c(Cl)c(Cl)c(C=O)c(Cl)c1Cl : MALME-3M = x; UACC-62 = 102; MDA-MB-435 = 96; M14 = 99; SK-MEL-5 = 100; SK-MEL-28 = 99; SK-MEL-2 = 87; UACC-257 = 106

Carrying on:
SMILES | MALME-3M | UACC-62 | MDA-MB-435 | M14 | SK-MEL-5 | SK-MEL-28 | SK-MEL-2 | UACC-257
COc1cc(C(=O)O)ccc1C | 116 | 106 | 99 | 106 | 107 | 112 | 114 | 99
CCCCNCC#N | 120 | 104 | 114 | 103 | 111 | 113 | 115 | 104
COc1ccc2c(-c3nnc(N)s3)cc(=O)oc2c1 | 109 | 90 | 95 | 103 | 96 | 107 | 106 | 113
CSc1nc2sc3c(c2c(=O)n1-c1ccccc1)CCCCC3 | 108 | 86 | 106 | 108 | 96 | 116 | 105 | 91
COc1cnc2c(c1)C(=O)c1c-2n(CCCNC2=NCCS2)c(=O)c2cc([N+](=O)[O-])ccc12 | -61* | x | -93* | -74* | -41* | -36* | 73 | 35
CS(=O)/C(C#N)=C\C=C\c1cccc(Cl)c1 (centres undefined) | 35 | 0.3* | 5.0* | -3.4* | 32 | 25 | 32 | 32
O=C(NNC(=S)Nc1ccccc1)c1ccncc1 | 108 | 109 | 112 | 107 | 109 | 115 | 94 | 110
CCn1cc(-c2ccnc(NCCNS(=O)(=O)c3ccc(Cl)cc3)c2)c(-c2cccc(O)c2)n1 | 98 | 95 | 93 | 99 | 100 | 110 | 117 | 111
COCCOCn1c(NN(C)C)c(C#N)c2c(N)ncnc21 | 104 | 88 | 108 | 110 | 106 | 115 | 105 | 121
O=C(O)CN(CCN(CC(=O)O)CC(=O)O)CC(=O)O | 120&103&99 | 103&110&109 | 103&97&106 | 100&110&100 | 118&105&111 | 117&111&109 | 117&104 | 100&101&107
C=CCN(/C=C/CN(CC=C)CC=C)CC=C | 102 | 101 | 105 | 103 | 109 | 98 | 115 | 108
CC(C)(CN1CCCN(CC(C)(C)C(=O)O)C1=O)C(=O)O | 116 | 103 | 105 | 109 | 103 | 110 | 102 | 94
Cc1ccc([N+](=O)[O-])cc1NC(=O)Nc1onc(C)c1C | 102 | 95 | 103 | 100 | 94 | 113 | 109 | 111
N#Cc1c(-c2ccccc2)nc(SCC(O)CN2CCOCC2)nc1N1CCOCC1 (centres undefined) | 23 | 43 | 53 | 60 | 67 | 60 | 7.3* | 17
CS(=O)(=O)C1=CN(CCO)C(=O)N2CCN=C12 | 91 | 107 | 95 | 101 | 102 | 104 | 105 | 103
